Compound activity as filed in PubChem BioAssay.
Casp6 inh = caspase-6 (human) enzyme inhibition | inhibition, % at 12.5 µM | purified caspase-6, Z-VEID-R110 cleavage fluorescence | 0.53% of 350,000 active;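 active = mean inhibition across replicates at least about 35%, with every replicate also reaching that limit, limit read from the data; inconclusive = only one of the two criteria met; inactive = neither criterion met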;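 note: 0% = median of neutral control wells and 100% = no fluorescence left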
Target sequence (P55212 24-179 limits assumed): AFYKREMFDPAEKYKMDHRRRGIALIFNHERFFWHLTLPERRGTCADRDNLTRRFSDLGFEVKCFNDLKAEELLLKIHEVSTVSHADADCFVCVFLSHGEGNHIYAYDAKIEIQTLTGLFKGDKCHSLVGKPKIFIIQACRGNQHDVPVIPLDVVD
Target sequence (P55212 194-293 limits assumed): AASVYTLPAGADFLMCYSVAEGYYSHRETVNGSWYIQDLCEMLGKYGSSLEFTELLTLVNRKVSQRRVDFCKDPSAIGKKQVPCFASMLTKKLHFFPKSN
DENV2 CPE = inhibitors of DENV2 cytopathic effect; DENV2-infected cells, cytopathic effect rescue, plate reader; 1.7% of 350,000 active; AID 651640; CPE inhibition, % at 9.99 µM; in the data active = CPE inhibition above about 20%, passing the limit was not always enough; inconclusive = no clear call, values can overlap the other calls; tested in BHK-21 cells;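 note: 0% = median of neutral control wells and 100% = median of positive control wells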
SIRT5 block = inhibitors of human sirtuin-5 desuccinylase; Q9NXA8; 1.1% of 330,000 active; Purified SirT5, succinyl-peptide AMC, trypsin-coupled fluorescence; inhibition, % at 15 µM; in the data active = inhibition above about 15%; inconclusive = no clear call, values can overlap the other calls
Target sequence (Q9NXA8 whole entry, looked up): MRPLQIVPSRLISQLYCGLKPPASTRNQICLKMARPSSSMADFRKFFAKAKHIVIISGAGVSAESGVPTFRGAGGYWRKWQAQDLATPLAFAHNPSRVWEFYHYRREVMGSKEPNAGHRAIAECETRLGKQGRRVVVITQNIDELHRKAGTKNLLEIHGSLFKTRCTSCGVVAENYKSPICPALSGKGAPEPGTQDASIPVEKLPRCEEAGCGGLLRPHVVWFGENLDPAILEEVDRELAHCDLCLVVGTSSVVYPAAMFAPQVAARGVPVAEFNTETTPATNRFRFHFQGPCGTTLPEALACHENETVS
ERp5 block = inhibitors of human ERp5. ERp5 insulin aggregation, absorbance 650 nm, 90 min. inhibition, % at 9.99 µM. 0.05% of 350,000 active. AID 651711;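 active = mean replicate inhibition above about 25%, with every replicate also reaching it, limit read from the data, passing the limit was not always enough; inconclusive = only one of those two criteria met; inactive = neither criterion met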
Target sequence (Q15084 whole entry, looked up): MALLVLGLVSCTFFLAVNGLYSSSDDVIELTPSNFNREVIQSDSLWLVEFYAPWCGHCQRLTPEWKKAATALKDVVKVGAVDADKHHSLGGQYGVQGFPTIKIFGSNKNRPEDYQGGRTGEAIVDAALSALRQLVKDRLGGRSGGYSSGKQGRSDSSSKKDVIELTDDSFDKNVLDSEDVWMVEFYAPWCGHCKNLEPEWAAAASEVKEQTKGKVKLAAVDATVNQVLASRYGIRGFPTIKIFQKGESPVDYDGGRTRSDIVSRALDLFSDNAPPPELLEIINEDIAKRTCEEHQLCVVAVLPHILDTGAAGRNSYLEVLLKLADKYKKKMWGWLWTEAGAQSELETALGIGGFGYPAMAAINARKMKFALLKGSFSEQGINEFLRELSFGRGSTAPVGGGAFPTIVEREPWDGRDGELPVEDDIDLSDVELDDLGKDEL
miR122 inh = inhibitors of miR-122 in Huh7 cells. Huh7 miR-122 Renilla luciferase sensor, 48 h; neutral wells = 0, positive control = 100. activation (reporter increase), % at 12.5 µM. 0.3% of 340,000 active;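 active = mean replicate activation score at least 90 and every replicate individually at or above 90; inconclusive = only one of the two criteria met; inactive = neither criterion met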;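 note: higher luciferase means less miR-122 activity so hits act as miR-122 inhibitors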
ERAP1 HTS inh = inhibitors of human ERAP1 aminopeptidase; Q9NZ08; recombinant ERAP1, Leu-AMC fluorescence, 60 min; inhibition, % at 10.7 µM; 0.15% of 340,000 active;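 active = mean replicate inhibition of at least 30%, or all replicates individually reaching that 30% level; inactive = mean below 30% and not every replicate reaching it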;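 note: 0% = neutral control wells and 100% = L-leucinethiol positive control wells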
CFTR F508del cor = CFTR F508del correction in bronchial cells | CFBE cells, YFP halide quenching; stimulated with forskolin plus potentiator P3; % fluorescence drop versus neutral controls | activity (quench increase), % at 7.58 µM | 0.36% of 350,000 active;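 active = mean added fluorescence quench of at least 8% versus neutral control, with both replicates also reaching 8%; inconclusive = only one of the mean or replicate conditions met; inactive = mean below 8% and not both replicates reaching 8%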;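 note: cells transiently co-express mutant CFTR-F508del with the halide-sensitive YFP; corrector assay measuring rescue of mutant channel to the surface after 24 h compound exposure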
* hit, by the source's call; ? = inconclusive; nt = no result given; & = joins results of further samples; [ ] = dose if it differs, or a comment.

SMILES	Casp6 inh	DENV2 CPE	SIRT5 block	ERp5 block	miR122 inh	ERAP1 HTS inh	CFTR F508del cor
CCCc1cc(=O)[nH]c(SCC(=O)N2CCCc3ccccc32)n1	-0.6	-2.1	-8.8	-2.8	-0.6	8.4	-2.2
C=CCc1ccccc1OCC(O)CNC(=O)c1ccccc1C(=O)O (configuration not stated)	2.0	3.7	13.1	6.1	-2.6	-0.1	-0.7
O=C(CN1C(=O)NC(Cc2c[nH]c3ccccc23)C1=O)Nc1ccc(F)c(F)c1F (configuration not stated)	-1.4	-13.0	1.7	-6.3	1.9	-3.0	-2.4
COc1cc(OC)cc(-c2nnc(SCc3cccnc3)o2)c1	2.3	0.7	-0.1	2.2	3.7	1.6	-1.0
Cc1cc(C)cc(NC(=O)C2CCCN2S(=O)(=O)c2ccc3c(c2)n(C)c(=O)c(=O)n3C)c1 (configuration not stated)	0.8	5.1	-1.8	4.2	-5.5	-0.4	2.9
CN(CCc1ccccn1)C(=O)CC1C(=O)NCCN1Cc1cccc(F)c1 (configuration not stated)	0.9	1.9	-4.4	8.2	-3.5	-1.5	-1.6
COc1ccc(S(=O)(=O)NC2CCN(Cc3ccc(OCCO)cc3)CC2)cc1	2.5	?	nt	-0.2	nt	1.8	2.5
Cc1ccc(-n2cccn2)c([C@@H]2C[C@H]3CN(C)C(=O)[C@]34CCCN24)c1	0.7	6.2	1.2	0.4	1.3	-4.1	1.2
COc1ccc(Cc2nnc(-c3ccccc3)o2)cc1	-0.5	-0.6	11.9	0.7	4.2	nt	0.3
C[C@H]1CN([C@@H](C)CO)C(=O)c2cccc(NS(=O)(=O)c3ccc(Cl)cc3)c2O[C@H]1CN(C)Cc1ccncc1	0.7	nt	-0.8	1.7	13.1[16.7 µM]	1.4	-1.3
O=C(O)CC(SCC(=O)Nc1ccc(Cl)c(S(=O)(=O)N2CCOCC2)c1)C(=O)O (configuration not stated)	0.3	nt	-1.6	0.6	4.8	2.7	-2.6
COc1ccc(NC(=O)N(C)C[C@@H]2OCc3cnnn3CCCC(=O)N([C@H](C)CO)C[C@@H]2C)c(OC)c1	2.0&-1.2	4.2&-3.6	-5.6&7.4	8.1&-3.9	-0.9	0.7&-2.2	-1.5&0.3
CSCC(C)N1CCC(CO)(CCc2ccccc2)CC1 (configuration not stated)	nt	nt	-2.3	1.4	-2.5	-1.6	1.8
C/C=C/c1ccc([C@H]2[C@@H](CO)N3C(=O)CN(Cc4ccccc4)C[C@@H]23)cc1	4.6	-5.3	-5.2	-2.6	nt	-2.7	-3.5
O=C(Nc1ccc(OCc2ccccc2Cl)cc1)c1cccnc1	-4.7	4.4	1.6	0.4	-7.6	6.2	1.5
O=C(c1ccccc1)N(Cc1nc2ccccc2c(=O)[nH]1)C1CCCC1	2.8	2.7	-2.4	5.5	nt	0.4	3.1
C[C@H]1CN([C@@H](C)CO)C(=O)c2cccc(NC(=O)Nc3ccc4c(c3)OCO4)c2O[C@H]1CN(C)S(=O)(=O)c1cn(C)cn1	-0.6	3.2	3.5	2.5	9.9[16.7 µM]	2.6	4.0
Cc1nc(N)nc(N/N=C/c2ccccc2)n1	1.3	-0.3	3.7	0.8	-5.9	-5.0	1.2
CCc1cc(C(=O)N2CCCC(CNC(=O)c3ccc(-c4ccccc4)cc3)C2)no1 (configuration not stated)	-0.9	0.6	-6.1	4.5	nt	5.5	0.0
COc1cccc(C(=O)NCCSc2ccc(C)cc2)c1	4.3	7.3	9.6	1.9	nt	-2.4	nt
O=C(c1cccc(S(=O)(=O)N2CCOCC2)c1)N1CCCC(C(F)(F)F)C1 (configuration not stated)	-0.2	8.2	-0.6	15.4	-7.2	-0.1	10.1*
O=S(=O)(N=C1C=CC(=NS(=O)(=O)c2ccccc2)c2ccccc21)c1ccccc1	13.2	0.5	-3.0	8.3	1.3	-1.4	-1.5
COc1ccccc1NC(=O)Nc1nc2ccc(S(N)(=O)=O)cc2s1	-1.8	0.2	-3.6	-1.1	6.2	2.2	5.1
COc1ccc(S(=O)(=O)Nc2ccc3c(c2)CC(=O)N([C@H](C)CO)C[C@H](C)[C@@H](CN(C)S(=O)(=O)c2c(C)noc2C)O3)cc1	0.4	-5.0	2.1	10.3	3.1[16.7 µM]	1.5	-1.4
NC(=O)C1CCN(C(=O)c2ccc3ncsc3c2)CC1	-1.9	-2.6	-0.4	-0.2	-8.6	-6.8	nt
CCC(C)c1ccc(NC(=O)Nc2cccnc2)cc1 (configuration not stated)	1.4	17.6	6.6	1.1	4.2	-11.3	-2.0
CCCNC(=O)N1[C@H](CO)[C@@H](c2ccc(-c3ccc(C(=O)N(C)C)cc3)cc2)[C@@H]1C#N	0.2	-16.3	5.6	3.5	nt	-1.5	-1.4
CCc1cc(=O)n2[nH]c(C)c(-c3ccccc3OC)c2n1	-0.2	-1.1	6.6	-1.9	nt	4.0	-3.9
CCCCn1nnnc1C(c1ccccc1)N1CCCN(Cc2ccc(F)cc2)CC1 (configuration not stated)	-5.5	14.0	-0.3	-1.9	nt	-1.5	5.3
CCOc1ccc(CCNC(=O)C(C)N2C(=O)CC(C)(C)Sc3ccccc32)cc1 (configuration not stated)	-1.8	1.4	-2.7	-2.1	4.8	3.0	3.4

Entries of single compounds from above. Screens in order: Casp6 inh	DENV2 CPE	SIRT5 block	ERp5 block	miR122 inh	ERAP1 HTS inh	CFTR F508del cor
CCc1cc(=O)n2[nH]c(C)c(-c3ccccc3OC)c2n1 is listed with -0.2	-1.1	6.6	-1.9	nt	4.0	-3.9
COc1ccc(S(=O)(=O)Nc2ccc3c(c2)CC(=O)N([C@H](C)CO)C[C@H](C)[C@@H](CN(C)S(=O)(=O)c2c(C)noc2C)O3)cc1 is listed with 0.4	-5.0	2.1	10.3	3.1[16.7 µM]	1.5	-1.4
CCOc1ccc(CCNC(=O)C(C)N2C(=O)CC(C)(C)Sc3ccccc32)cc1 (configuration not stated) is listed with -1.8	1.4	-2.7	-2.1	4.8	3.0	3.4
NC(=O)C1CCN(C(=O)c2ccc3ncsc3c2)CC1 is listed with -1.9	-2.6	-0.4	-0.2	-8.6	-6.8	nt

Next part
SMILES	Casp6 inh	DENV2 CPE	SIRT5 block	ERp5 block	miR122 inh	ERAP1 HTS inh	CFTR F508del cor
COc1cc(NC(=O)c2ccc(C)cc2C)ccc1NC(=O)c1cccs1	-1.3	7.5	0.3	2.3	nt	-0.7	0.5
O=C(NCC(=O)N1CCCCC1)c1sc2ccccc2c1Cl	-17.3	5.4	1.5	3.5	-5.5	-3.5	-0.7
COCC(=O)N1[C@H](CO)[C@@H](c2ccccc2)[C@@H]1CNC(=O)c1ccccn1	1.1	-6.2	15.1*	-0.4	33.3[16.7 µM]	-0.9	-1.7
CN1CCN(NC(=O)c2cc(-c3ccc(Br)s3)nc3ccccc23)CC1	0.2	-8.9	5.2	2.2	-2.1	-3.1	-1.0
O=C(NNC(=O)C1CC=CCC1)c1ccccc1Br (configuration not stated)	-1.2	4.3	-2.6	-0.1	-3.7	-1.3	3.7
CC1(C)CC(=O)C(C2C3=C(CC(C)(C)CC3=O)Oc3c(Br)cc(Br)cc32)=C(O)C1 (configuration not stated)	2.0	2.3	-2.9	-3.2	0.6	4.6	0.9
COc1ccc(Cl)cc1NC(=O)Nc1cn(C)nc1C	2.3	6.1	-1.3	1.9	6.0	2.5	2.0
O=C(C[C@H]1C=C[C@H](NC(=O)C2CCOCC2)[C@H](CO)O1)NCCc1cscn1	-1.1	0.2	7.6	-3.6	nt	-4.0	-1.8
COc1cccc(-c2ncc3ccccc3c2COC(=O)c2ccc(F)cc2)c1	4.9	101.7*	nt	-1.0	-6.4	1.7	2.2
CO[C@H]1CN(C)C(=O)c2ccc(NC(=O)NC(C)C)cc2OC[C@H](C)N(C)C[C@@H]1C	-5.5	-0.9	-4.1	-1.6	nt	-0.3	-0.5
COc1cccc(CNC(=O)CSc2cc(=O)n(C)c3ccccc23)c1	0.5	1.5	0.8	1.8	nt	-3.9	nt
Cc1nn(-c2ccccc2)c(C)c1NC(=O)COc1ccc2ccccc2c1	10.5	1.3	-0.1	0.6	-9.0	-0.6	-1.7
O=C(NCC[C@H]1CC[C@H](NS(=O)(=O)c2ccccc2F)[C@@H](CO)O1)c1ccc(F)cc1	1.6&-1.9	-8.3&2.5	3.7&4.7	-2.7&-1.4	-14.8[16.7 µM]	0.3	2.5&0.9
COc1ccc(S(=O)(=O)Nc2ccc3c(c2)C(=O)N([C@H](C)CO)C[C@H](C)[C@H](CN(C)S(=O)(=O)c2cccs2)O3)cc1	1.5	-3.0	1.8	-2.0	-3.0[16.7 µM]	0.7	-0.2
Cc1ccc(S(=O)(=O)Nc2ccc3c(c2)C(=O)N([C@H](C)CO)C[C@@H](C)[C@H](CN(C)C(=O)Nc2ccc4c(c2)OCO4)OCCCC[C@@H](C)O3)cc1	-2.7	-5.7	1.7	-1.8	-15.7[16.7 µM]	5.4	1.9
CC(C)N(C(=O)Cn1cc(S(=O)(=O)CC(=O)N2CCOCC2)c2ccccc21)C(C)C	-3.9	-0.2	0.4	6.8	nt	0.0	-1.3
CCS(=O)(=O)c1nc(S(=O)(=O)c2ccc(Cl)cc2)c(N2CCN(C)CC2)s1	-0.9	4.0	0.1	-1.6	-10.0	-0.2	-4.5
CNc1ccc(Br)cc(C(=O)/C=C/c2ccc(Cl)cc2Cl)c1=O	18.3	1.9	-0.4	1.8	nt	0.0	-3.4
N#CNC(=Nc1ccc(Cl)cc1)Oc1ccccc1	-0.1	1.1	0.2	4.7	nt	7.9	0.7
COc1cc(SC)ccc1C(=O)NCC1CCCCC1	-0.2	-2.1	-1.2	0.2	nt	-1.1	-1.8
CCN(CC(=O)Nc1cccc(S(=O)(=O)N2CCCC2)c1)CC(=O)Nc1ccccc1OC	-5.2	nt	2.9	2.9	nt	-5.1	1.8
CC(C)(C)n1nnnc1C(c1ccccc1)N1CCN(c2ncccn2)CC1 (configuration not stated)	-1.3	6.2	2.0	0.9	nt	1.0	0.2
COc1ccccc1-n1nnnc1SCC(=O)NC(=O)Cc1ccccc1	-3.1	?	1.5	5.8	nt	-0.2	1.2
C/C=C/c1cnc2c(c1)C(=O)N([C@H](C)CO)C[C@@H](C)[C@H](CN(C)C(=O)c1ccc3c(c1)OCO3)O2	-1.9	-8.3	-2.3	-3.2	3.1[16.7 µM]	0.5	-1.8
COCC(C)n1c(COc2ccccc2F)nnc1SCc1c(C)noc1C (configuration not stated)	1.9	nt	-1.3	2.3	8.6	12.8	nt
CCOc1c2ccc(C(=O)NCc3ccc(OC(F)(F)F)cc3)cc2nn1C	4.8	-5.4	-5.5	3.7	2.6	-3.4	0.9
Cc1cc(C)n2c(Nc3ccc4c(c3)OCCO4)c(-c3cc4ccccc4o3)nc2n1	-1.4	1.1	-4.5	-13.0	nt	0.0	-2.1
CCCNC(=O)c1ccc(N2CCC3(CC2)CC(c2ccccc2)=NO3)c([N+](=O)[O-])c1	-5.4	1.2	-2.2	4.8	nt	-2.2	-3.3
NS(=O)(=O)c1ccc(CNC(=O)c2ccc(NS(=O)(=O)c3ccc4[nH]c(=O)[nH]c4c3)cc2)cc1	4.1	-1.9	-0.4	15.9	-1.5	-1.0	1.2
CC(=O)N1CC2(C1)[C@@H](c1ccc(-c3ccc(C#N)cc3)cc1)[C@H](CO)N2C(=O)C1CC1	nt	6.5	-6.0	-5.4	nt	nt	1.9
C[C@@H]1CCCCO[C@H](CN(C)C(=O)Nc2ccc(F)cc2)[C@@H](C)CN([C@H](C)CO)C(=O)c2cc(NC(=O)Nc3ccc(C(F)(F)F)cc3)ccc2O1	-1.2	7.1	-0.1	-0.9	1.3[16.7 µM]	-4.1	0.9
COc1ccc(CN(C)C[C@@H]2Oc3ccc(NC(=O)C4CC4)cc3C(=O)N([C@@H](C)CO)C[C@@H]2C)cc1	-0.4	1.8	-1.9	4.2	-1.5[16.7 µM]	-0.5	-0.6
CO[C@@H]1CN(C)C(=O)c2cc(NC(=O)C3CCOCC3)ccc2OC[C@@H](C)N(Cc2nccs2)C[C@@H]1C	1.2	1.1	0.0	4.3	nt	1.3	1.0
O=C(NC1CCCCC1)C1c2ccccc2OCC(=O)N1CCc1ccccc1 (configuration not stated)	0.4	-3.3	-7.8	-9.2	nt	-1.2	-2.2
